# TbMetRS inhib: Trypanosoma brucei MetRS inhibition; purified T. brucei MetRS, ATP depletion, Kinase-Glo luminescence; inhibition, % at 11.9 µM; actives 0.4% (n = 360,000); AID 624268;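 active = inhibition above a per-plate cutoff of the control wells' mean inhibition plus 3 SD, cut at about 5.5% in these data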;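 note: 0% = DMSO wells median and 100% = median of wells with control inhibitor compound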
#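 Test system – parasite MetRS enzyme · Reagent – substrates ATP, L-methionine and bulk Escherichia coli tRNA · Doses – 11.9 µM compound single dose, 0.9% DMSO · Times – 15 min enzyme-compound preincubation, 2 h reaction, 10 min detection, 25 °C · Signal – Kinase-Glo luminescence, ATP depletion format · Controls – DMSO-only wells as low control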
# Scp-1 inhibitor: blocks human Scp-1 phosphatase activity | Recombinant Scp1, phosphopeptide, malachite green phosphate absorbance | inhibition, % at 20 µM | Q9GZU7 | AID 493091 | actives 0.88% (n = 340,000);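 active = inhibition above about 50% at 20 µM, limit read from the data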;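 note: plate controls were DMSO wells with enzyme for no effect and wells lacking enzyme for full effect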
#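 Material: truncated SCP-1 phosphatase (76-261aa) / Buffer or medium: 50 mM Tris acetate pH 5.5, 0.005% Tween-20, 10 mM MgCl2 / Compound dosing: one concentration, 20 µM, with 1.0% DMSO / Incubation: 45 min room-temperature reaction, 5 min colour, 30 min stabiliser / Detection: colorimetric free-phosphate detection, absorbance 630 nm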
# STEP block: STEP (human) phosphatase inhibition. P54829. recombinant STEP, OMFP fluorogenic substrate, fluorescence. inhibition, % at 20 µM. actives 0.25% (n = 360,000);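 active = inhibition at 20 µM, scaled per plate between control wells, above about 37%, limit read from the data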;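 note: 0% = DMSO with enzyme and substrate and 100% = substrate only without enzyme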
# Target sequence (P54829 whole entry, looked up): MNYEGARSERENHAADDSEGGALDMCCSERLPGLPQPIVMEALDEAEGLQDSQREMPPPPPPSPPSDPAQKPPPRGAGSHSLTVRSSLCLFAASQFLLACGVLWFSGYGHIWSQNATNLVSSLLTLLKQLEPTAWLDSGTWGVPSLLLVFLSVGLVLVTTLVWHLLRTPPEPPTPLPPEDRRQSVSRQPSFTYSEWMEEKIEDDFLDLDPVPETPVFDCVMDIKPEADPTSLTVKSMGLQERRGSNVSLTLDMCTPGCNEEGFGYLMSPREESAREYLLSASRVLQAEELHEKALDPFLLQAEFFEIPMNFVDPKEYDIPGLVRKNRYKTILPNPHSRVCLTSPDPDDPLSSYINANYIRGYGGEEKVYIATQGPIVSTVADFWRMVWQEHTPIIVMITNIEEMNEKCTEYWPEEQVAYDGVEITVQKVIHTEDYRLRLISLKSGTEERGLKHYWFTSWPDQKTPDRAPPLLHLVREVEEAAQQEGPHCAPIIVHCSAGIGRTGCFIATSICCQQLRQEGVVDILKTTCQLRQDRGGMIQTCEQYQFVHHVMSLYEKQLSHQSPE
#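 System: isolated STEP enzyme; schedule: 20 min enzyme reaction at room temperature, protected from light; medium: Bis-Tris buffer pH 6.0, 2.5 mM DTT, 0.005% Tween 20; signal: fluorescence, 480/540 nm; dosing: single compound dose of 20 µM, 1% DMSO final; also added: OMFP substrate, 25 µM final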
# NadD inh: NadD (S. aureus) enzyme inhibition. purified NadD enzyme, colorimetric absorbance read-out. inhibition, % at 20 µM. actives 0.78% (n = 360,000). AID 602399; in the data active = inhibition above about 26%; note: some compounds past the cut are filed as inactive
# Rpn11 inh: Rpn11 (human) deubiquitinase inhibition | O00487 | human 26S proteasome, Ub4-pepOG fluorescence polarization; 20S core pre-blocked with epoxomicin | calls only at 20 µM | actives 0.59% (n = 360,000) | AID 588493;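 active = inhibition at 20 µM, scaled to each plate's controls, above about 33%, limit read from the data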
# Target sequence (O00487 whole entry, looked up): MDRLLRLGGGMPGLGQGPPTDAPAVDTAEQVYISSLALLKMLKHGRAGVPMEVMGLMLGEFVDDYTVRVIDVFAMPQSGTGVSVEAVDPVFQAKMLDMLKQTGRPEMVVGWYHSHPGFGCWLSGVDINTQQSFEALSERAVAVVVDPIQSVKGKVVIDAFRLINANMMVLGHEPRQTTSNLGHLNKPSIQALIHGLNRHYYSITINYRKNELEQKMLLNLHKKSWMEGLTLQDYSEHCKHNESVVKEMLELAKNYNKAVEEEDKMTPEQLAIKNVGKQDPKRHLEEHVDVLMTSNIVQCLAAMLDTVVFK
# LMPTP inh: LMPTP (human) inhibition. P24666. recombinant LMPTP-A, OMFP fluorogenic substrate, fluorescence intensity. inhibition, % at 20 µM. actives 0.22% (n = 360,000). AID 651560;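 active = compounds that cut the enzyme signal by at least half of the control window in the single-dose screen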;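 note: plate controls were DMSO wells with enzyme plus substrate for no effect and substrate without enzyme for full effect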
# Target sequence (P24666 whole entry, looked up): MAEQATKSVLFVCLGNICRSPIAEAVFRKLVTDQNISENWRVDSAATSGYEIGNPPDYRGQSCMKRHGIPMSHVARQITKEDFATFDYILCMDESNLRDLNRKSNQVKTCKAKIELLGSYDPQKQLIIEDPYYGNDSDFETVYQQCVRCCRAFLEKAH
#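 Test system: LMPTP-A phosphatase enzyme. Amount: LMPTP-A at 0.625 nM final in the reaction. Reagent: OMFP substrate, 400 µM final. Times: 50 min at room temperature. Signal: endpoint fluorescence intensity from OMFP dephosphorylation. Read-out basis: % inhibition. Benchmarks: no-enzyme and uninhibited controls.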
# DNMT1 inh: blocks human DNA methyltransferase DNMT1; actives 0.83% (n = 360,000); inhibition (reported as % activation of signal), % at 10 µM; AID 588458; DNMT1 molecular beacon, Hinp1I cleavage, fluorescence; P26358; in the data active = inhibition above about 50%
# SUMO1 PPI mod: alters human SUMO1 binding to SIM partners | P63165 | SUMO1 binding to a labelled peptide, TR-FRET, 1 h | inhibition, % at 20 µM | actives 0.33% (n = 360,000) | AID 602429; in the data active = inhibition above about 37%
# MLLE-PAM2 inh: blocks PAM2 peptide binding to the PABP1 MLLE domain; P11940; GST-MLLE / FITC-PAM2 fluorescence polarization; inhibition, % at 20 µM; actives 0.36% (n = 360,000); AID 588489; in the data active = inhibition above about 35%, passing the limit was not always enough;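 note: plate controls were DMSO wells with GST-MLLE for no effect and wells lacking GST-MLLE protein for full effect; some results filed as inactive read as strong as hits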
# CSN deneddyl inh: inhibitors of human CSN-mediated cullin deneddylation; Q92905; inhibition, % at 12.5 µM; Purified CSN, SCF-Nedd8-OG deneddylation, fluorescence polarization; AID 651999; actives 0.38% (n = 360,000);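 active = pattern-corrected inhibition above about 35%, with an unprinted fluorescence ratio check between 0.5 and 1.5, limit read from the data, passing the limit was not always enough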;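 note: 0% = enzyme with substrate and 100% = substrate without enzyme; some results filed as inactive read as strong as hits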
#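 Assay system: HEK293T-derived human Csn5 enzyme; quantity: 0.24 nM enzyme; medium: Tris/NaCl/DTT buffer, pH 7.5; also added: substrate SCFSkp2-Nedd8OG, 10 nM; doses: 12.5 µM compound; schedule: 90 min reaction at room temperature; signal: FP; read-out: % inhibition of substrate cleavage by Csn5; benchmarks: substrate-only high control, full reaction low control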
# Starred values were filed as active, the others as inactive; i = inactive; x = not tested or not shown.
no.	SMILES	CSN deneddyl inh	LMPTP inh	DNMT1 inh	Scp-1 inhibitor	NadD inh
1	CC(C)C(C(=O)Nc1ccccc1F)N1C(=O)c2ccccc2C1=O (stereo not given)	-2	-1.9	4	-17	-2
2	CN(C)c1ccccc1C(=O)N1CCC(n2nccc2NC(=O)C2CC2)CC1	1	-0.8	3	-10	0
3	CC(=O)N1CCC(C(=O)Nc2ccc3c(c2)CCC3)CC1	1	-1.4	1	-2	-2
4	CCn1ncc(/C=N\NC(=O)c2ccc3c(c2)c(C)c(C)n3Cc2ccccc2)c1C	4	5.1	-10	3	11
5	CC1CN(CCCSc2ccc(Cl)cc2)CC(C)O1 (stereo not given)	-1	-1.7	0	-4	-4
6	COC(=O)CSc1cc(C)nc(NC(C)=O)n1	-3	-0.7	-3	-4	-6
7	C/C(=N\NC(=O)c1cc(C)oc1C)c1ccc(C)c([N+](=O)[O-])c1	2	-0.9	39	-4	5
8	Cc1ccc2oc(=O)cc(CN3CC(C)OC(C)C3)c2c1 (stereo not given)	0	-0.8	2	-7	0
9	CNC(=O)CN(c1cc(OCCOC)c(Cl)cc1Cl)S(=O)(=O)c1ccccc1	-19	0.5	1	1	1
10	CC(NC(=O)c1ccccc1)C(=O)Nc1ccccc1 (stereo not given)	3	-3.8	0	-10	-3

no.	Rpn11 inh	SUMO1 PPI mod	TbMetRS inhib	STEP block	MLLE-PAM2 inh
1	i	-2	-0.4	-2	13
2	i	3	0.1	-1	-6
3	i	2	-0.5	5	-5
4	i	8	0.2	5	-6
5	i	1	-0.4	-1	8
6	i	2	-0.4	4	7
7	i	-3	-0.2	-2	-6
8	i	1	0.7	1	9
9	i	-3	-0.3	3	4
10	i	-3	-0.3	-4	4

# Continued.
no.	SMILES	CSN deneddyl inh	LMPTP inh	DNMT1 inh	Scp-1 inhibitor	NadD inh
11	Cc1ccc(-c2csc(NC(=O)CN3C(=O)CCC3=O)n2)cc1	-2	0.6	-5	-4	-7
12	CC1Oc2ccc(C#N)cc2N(Cc2ccc(F)cc2)C1=O (stereo not given)	1	-1.4	6	x	-5
13	CC(C)(C)c1ccc(CC(=O)N2CCC2(C)C(=O)NS(=O)(=O)c2ccccc2C(F)(F)F)cc1 (stereo not given)	-3	-0.8	-1	x	1
14	O=C(c1ccccn1)c1ccc2ccccc2n1	-3	-0.8	-1	-3	-2
15	CCN(C(=S)Nc1cccc(C)c1)c1ccccc1	4	-1.8	1	-2	0
16	Cc1nnc(N2CCN(c3ccccc3)CC2)[nH]c1=O	-1	-0.4	2	-14	4
17	O=C(Nc1ccc2c(c1)OCCO2)C1CCCN(S(=O)(=O)c2cnc[nH]2)C1 (stereo not given)	-6	-1.1	-4	-6	0
18	CCOC(=O)C1=CC[C@@H](c2ccccc2)N(S(=O)(=O)c2ccc(C)cc2)[C@H]1c1ccccc1C	-3	3.0	-5	x	-6
19	O=C(NCc1cccs1)C1CC(c2ccc(Cl)cc2)=NO1 (stereo not given)	-3	0.3	0	2	-4
20	Cc1nn(C)c(C(=O)NNC(=S)Nc2ccc(F)cc2)c1[N+](=O)[O-]	-1	-0.5	-4	-3	3

no.	Rpn11 inh	SUMO1 PPI mod	TbMetRS inhib	STEP block	MLLE-PAM2 inh
11	i	1	-0.5	-2	-1
12	i	7	-0.2	4	17
13	i	5	0.3	2	9
14	i	-22	-0.9	0	1
15	i	3	-0.4	0	7
16	i	3	-0.7	-2	-1
17	i	-2	-0.6	-3	3
18	i	6	-1.4	5	-6
19	i	-6	-0.4	0	0
20	i	0	-0.6	-2	-15

# Following part:
no.	SMILES	CSN deneddyl inh	LMPTP inh	DNMT1 inh	Scp-1 inhibitor	NadD inh
21	CCN(CC)S(=O)(=O)c1ccc(-c2nnc(SCc3nnc(-c4ccc(C)cc4)o3)o2)cc1	3	-0.4	24	-4	-5
22	CCOC(=O)C1=C(C)NC(=O)NC1c1cccc(OC)c1OCc1ccccc1Cl (stereo not given)	-4	1.1	-2	-7	-2
23	Cc1ccc(C)c(NS(=O)(=O)c2ccc3c(c2)Cc2cc(S(=O)(=O)Nc4cc(C)ccc4C)ccc2-3)c1	5	-1.3	17	-11	21
24	O=S(=O)(c1ccc(C2CCCCC2)cc1)N1CCN(c2ncccn2)CC1	2	0.2	3	2	-2
25	CCOC(=O)N1CCC(NS(=O)(=O)c2ccc(C)c(Cl)c2)CC1	4	-2.0	-1	0	3
26	CCOc1ccccc1NC(=O)CSc1ccc(-c2sc(C)nc2C)nn1	-2	1.4	-3	-5	7
27	Cc1cccc(-c2nc(C#N)c(NC3CCCCC3)o2)c1	-4	3.9	-2	-17	-4
28	COc1ccc(NC(=O)COc2cccc3c2CCN(Cc2cccnc2)C3=O)c(OC)c1	-3	1.7	0	-5	0
29	Cc1cc([N+](=O)[O-])nn1Cc1ccc(C(=O)N/N=C/c2ccc(F)cc2)cc1	-5	-0.4	-7	-7	-8
30	O=C(C1CC1)N1CCc2cc(Br)cc(S(=O)(=O)NCc3ccccn3)c21	-1	-1.4	1	-8	9

no.	Rpn11 inh	SUMO1 PPI mod	TbMetRS inhib	STEP block	MLLE-PAM2 inh
21	i	1	0.0	0	-50
22	i	3	-0.4	3	-18
23	i	2	0.0	-3	-1
24	i	-1	-1.6	-11	12
25	i	1	-0.3	1	-9
26	i	-15	-0.1	4	25
27	i	25	-0.8	-1	10
28	i	23	-0.1	-2	1
29	i	-1	0.5	1	-6
30	i	-1	0.0	0	-6

# Quoted from the listing.
# Under NadD inh, cpd 14 has -2
# Under SUMO1 PPI mod, cpd 25 has 1
# Under TbMetRS inhib, cpd 30 has 0.0

# Remaining list, next part:
no.	SMILES	CSN deneddyl inh	LMPTP inh	DNMT1 inh	Scp-1 inhibitor	NadD inh
31	O=S(=O)(c1ccccc1)N1CCN(CC(O)COc2ccc3c(c2)CCC3)CC1 (stereo not given)	1	-0.9	-1	0	-5
32	O=C(CS(=O)(=O)c1c[nH]c2ccccc12)N1CCCc2ccccc21	4	-0.5	1	-6	-3
33	Cc1cc(C(=S)N2CCOCC2)c(C)n1-c1ccc(F)cc1	1	-1.7	7	-1	0
34	Cc1cc(C=O)c(C)n1-c1ccc(N2CCCCC2)c([N+](=O)[O-])c1	4	-0.3	-2	6	2
35	CCOc1ccc(NS(=O)(=O)c2cc(NC(=O)CCS(=O)(=O)c3ccc(C)cc3)ccc2OC)cc1	-14	0.8	-5	-9	-7
36	O=C(COC(=O)CNC(=O)c1ccc(Cl)cc1Cl)NC(=O)NC1CCCCC1	4	-0.1	-1	-1	0
37	COc1ccc(C)cc1-n1nnnc1SCc1csc(C)n1	2	-1.5	-1	-2	-5
38	CN(Cc1cnn(C)c1)C(=O)c1sc2cccc(Cl)c2c1Cl	3	-2.0	-1	-7	12
39	CN1CCN(CC(O)COC(c2ccccc2)c2ccccc2)CC1 (stereo not given)	-7	-3.8	1	-3	-2
40	Cc1nnc(NC(=O)CC23CC4CC(CC(C4)C2)C3)s1	-1	-0.7	1	-5	7

no.	Rpn11 inh	SUMO1 PPI mod	TbMetRS inhib	STEP block	MLLE-PAM2 inh
31	i	2	-0.8	-1	13
32	i	-3	1.1	4	-7
33	i	-2	2.4	-2	13
34	i	-26	0.2	1	2
35	i	1	1.0	-2	2
36	i	5	-0.3	-2	0
37	i	0	0.5	-1	-31
38	i	14	-0.3	-3	-7
39	i	-1	-1.4	1	9
40	i	-1	1.4	0	11

# Fetched by structure from above, 3 records:
no.	SMILES	CSN deneddyl inh	LMPTP inh	DNMT1 inh	Scp-1 inhibitor	NadD inh
31	O=S(=O)(c1ccccc1)N1CCN(CC(O)COc2ccc3c(c2)CCC3)CC1 (stereo not given)	1	-0.9	-1	0	-5
32	O=C(CS(=O)(=O)c1c[nH]c2ccccc12)N1CCCc2ccccc21	4	-0.5	1	-6	-3
34	Cc1cc(C=O)c(C)n1-c1ccc(N2CCCCC2)c([N+](=O)[O-])c1	4	-0.3	-2	6	2

no.	Rpn11 inh	SUMO1 PPI mod	TbMetRS inhib	STEP block	MLLE-PAM2 inh
31	i	2	-0.8	-1	13
32	i	-3	1.1	4	-7
34	i	-26	0.2	1	2

# The listing picks up, repeating the two entries before the break.
no.	SMILES	CSN deneddyl inh	LMPTP inh	DNMT1 inh	Scp-1 inhibitor	NadD inh
39	CN1CCN(CC(O)COC(c2ccccc2)c2ccccc2)CC1 (stereo not given)	-7	-3.8	1	-3	-2
40	Cc1nnc(NC(=O)CC23CC4CC(CC(C4)C2)C3)s1	-1	-0.7	1	-5	7
41	CCOc1ccc2ccc(OCC)c(/C=N/n3cnnc3)c2c1	3	1.4	1	-14	1
42	Cc1ccc(C)c(OCCCCn2ccnc2)c1	2	-1.4	-6	-3	0
43	COC(=O)CNc1cc(S(=O)(=O)N2CCCCC2)ccc1Oc1ccc(C(=O)OC)cc1	-1	2.5	0	-3	-4
44	C=CCn1c(SC(C)CC)nc(O)cc1=O (stereo not given)	-7	-1.0	0	-2	6
45	CN(CC(=O)Nc1ccccc1Cl)C(=O)CSc1nncs1	5	0.1	1	-4	-1
46	COc1ccccc1/C=C(/C(=O)OCC(=O)NCc1ccccc1)c1ccccc1	-3	1.1	-4	-10	4
47	c1ccc(CCNc2ccnc3cc4ccccc4cc23)cc1	8	12	47	0	9
48	CC(C)N(C(=O)COC(=O)c1ccc([N+](=O)[O-])cc1)c1ccccc1	4	0.8	-1	-5	-1
49	CC(C)N=c1c([N+](=O)[O-])nn(C)n1O	-13	0.7	0	4	0
50	CC1CCCC(NC(=O)CCCn2c(=S)[nH]c3ccccc3c2=O)C1C (stereo not given)	-1	0.2	-1	3	-6
51	CN(C)S(=O)(=O)c1ccc(NC(=O)COc2cccc3c2OC(C)(C)C3)cc1	1	0.9	-4	-8	-2

no.	Rpn11 inh	SUMO1 PPI mod	TbMetRS inhib	STEP block	MLLE-PAM2 inh
39	i	-1	-1.4	1	9
40	i	-1	1.4	0	11
41	i	-10	-0.6	1	-4
42	i	1	0.0	2	-3
43	i	-7	-0.3	1	-4
44	i	4	-0.3	2	-6
45	i	-5	-0.5	0	10
46	i	-2	-0.1	0	-2
47	i	-12	84*	1	-3
48	i	-26	-0.3	0	4
49	i	-15	-0.8	-1	-6
50	i	0	-1.0	-4	-63
51	i	-2	-0.3	1	6

# From PubChem
